# Assay outcomes as filed in PubChem BioAssay.
# tim10-1 inh – growth inhibitors of tim10-1 mutant yeast | S. cerevisiae tim10-1 ts strain growth, BacTiter-Glo, 24 h | inhibition, % at 20 µM | actives 2.2% (n = 330,000) | AID 463190;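 active means inhibition of at least 40%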;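 further: mutant grown at 25 °C; 0% = DMSO wells with yeast and 100% = wells holding no yeast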
# MPTP block – inhibitors of mitochondrial permeability transition pore; isolated mouse mitochondria, Ca2+ swelling absorbance, 30 min; inhibition, % at 10 µM; actives 1.4% (n = 360,000); AID 602449;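 active means inhibition of 50% or more, scaled per plate between neutral and stimulator controls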;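 further: 0% = DMSO wells given calcium and 100% = 1 mM EGTA wells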
# NR3A LBD binder – modulators (binders) of human NR3A ligand-binding domain | NR3A LBD differential scanning fluorimetry, Tm shift; 0% = protein alone, 100% = glycine-bound protein | Tm shift relative to glycine control, % at 25 µM | actives 2.5% (n = 340,000);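 active means melting temperature shift of at least 10% of the positive control shift, at one fixed dose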
# MIN6 prolif – MIN6 beta-cell proliferation induction; actives 0.29% (n = 330,000); MIN6 cells proliferation, ATPlite luminescence, 48 h; cells starved in 0.2% serum; 100% = growth in 10% serum; proliferation, % at 10 µM;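 active means compounds whose signal lies at least 3.5 SD above the mean of all wells on their plate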;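 further: 0% = DMSO-treated cells in low-serum medium and 100% = 10% serum control; some compounds called inactive have numbers as strong as hits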
# TIM10 inh – TIM10 yeast growth inhibition; actives 1.4% (n = 330,000); inhibition, % at 10 µM; S. cerevisiae TIM10 strain growth, BacTiter-Glo luminescence, 24 h;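 active means inhibition of 40% or more at the single tested concentration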;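 further: wild-type TIM10 isogenic control strain grown at permissive 25 °C; 0% = DMSO yeast wells and 100% = minimal medium wells without yeast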
# NALP3 yeast inh – NALP3 inhibition in yeast. actives 0.39% (n = 330,000). AID 2825. inhibition, % at 10 µM. Yeast reconstituted NLRP3/ASC/caspase-1, beta-gal luminescence, 24 h;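 active means inhibition of 50% or more; inactive means inhibition below 50%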;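 further: plate controls were induced DMSO wells for no effect and uninduced yeast grown without galactose for full effect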
# APJ antagonist – APJ receptor antagonism | P35414 | CHO-K1 APJ beta-arrestin complementation, luminescence | inhibition, % at 20 µM | actives 0.32% (n = 330,000) | AID 2521;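 active means inhibition above about 40% at 20 µM, limit read from the data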;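 further: cells challenged with 10 nM apelin-13 agonist together with compound; plate controls were apelin-13 plus DMSO wells for no effect and DMSO wells lacking apelin-13 for full effect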
# Target sequence (P35414 whole entry, looked up): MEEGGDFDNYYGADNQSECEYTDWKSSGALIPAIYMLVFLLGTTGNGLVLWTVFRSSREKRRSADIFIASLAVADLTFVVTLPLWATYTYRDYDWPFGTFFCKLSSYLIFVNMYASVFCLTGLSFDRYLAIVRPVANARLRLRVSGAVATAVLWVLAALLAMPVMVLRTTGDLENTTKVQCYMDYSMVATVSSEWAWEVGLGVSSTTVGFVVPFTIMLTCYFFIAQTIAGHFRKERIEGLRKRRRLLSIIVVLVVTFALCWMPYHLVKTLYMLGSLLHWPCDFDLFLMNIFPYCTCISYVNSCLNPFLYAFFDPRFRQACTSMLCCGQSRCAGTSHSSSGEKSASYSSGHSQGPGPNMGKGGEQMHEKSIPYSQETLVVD
# tim23-1 inh – growth inhibitors of tim23-1 mutant yeast. AID 463212. actives 1.3% (n = 330,000). inhibition, % at 20 µM. S. cerevisiae tim23-1 growth, BacTiter-Glo luminescence, 24 h;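 active means growth inhibition of the mutant yeast at or above 50%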;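 further: temperature-sensitive mutant grown at 25 °C; plate controls were DMSO-treated mutant yeast for no effect and medium wells lacking yeast for full effect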
# APJ ag – agonists of human APJ apelin receptor; P35414; CHO-K1 APJ PathHunter beta-arrestin, luminescence; 0% DMSO wells, 100% apelin; activation, % at 20 µM; actives 0.11% (n = 330,000); AID 2520;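 active means activation more than six SD over the plate average, tested at 20 µM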;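 further: 0% = DMSO alone and 100% = apelin-13 at 10 nM; some results filed as inactive read as strong as hits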
#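 Test system – PathHunter CHO-K1 APJ (AGTRL-1) beta-arrestin reporter cells · Input – 1000 cells/well · Compound – single test compound dose, 20 µM final, 1% DMSO · Times – compound stimulation 90 min at 25 °C, detection 60 min · Technique – beta-gal luminescence · Read-out basis – APJ–arrestin association signal · Control set – negative DMSO alone, positive Apelin-13 at 10 nM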
# Active calls of the source: *; · = no result given.
SMILES,tim10-1 inh,MPTP block,NR3A LBD binder,MIN6 prolif,TIM10 inh,NALP3 yeast inh,APJ antagonist,tim23-1 inh,APJ ag
Cc1ccccc1Cn1ccc(NC(=O)c2cnn3c2NC(c2ccccc2)CC3C(F)(F)F)n1 (stereo unspecified),21,0.0,-5,-5,17,2,-9,19,3
O=C1c2ccccc2NC2(CCCC2)N1NS(=O)(=O)c1ccccc1,17,-2.4,1,-2,7,14,7,2,-4
C=CCc1c(C)nc(C)nc1N/N=C/c1ccccc1,14,-0.5,-1,1,-3,4,7,12,1
CCOC(=O)N1CCN(C(=O)CCCCCn2c(=S)[nH]c3ccsc3c2=O)CC1,12,-0.9,1,-1,-6,18,3,-1,-3
O=C(CSc1nnc(COc2ccccc2Cl)o1)NC(=O)NCc1ccco1,7,3.2,1,-2,-8,-1,-15,-4,-2
COc1ccc(-c2csc(Nc3ncccc3C)n2)cc1OC,25,-7.2,-2,-5,6,28,-32,13,3
CCOC(=O)c1ccc(N2C(=O)CC(N3CCOCC3)C2=O)cc1 (stereo unspecified),29,-1.2,2,0,14,13,2,30,-1
COc1ccccc1NS(=O)(=O)c1ccc(C)c(C(=O)NNC(=O)c2csc(N3CCOCC3)n2)c1,-13,-0.4,0,0,2,12,0,-8,-1
COc1cccc(C(=O)Nc2cccc3c2ccc2cccn23)c1,12,3.0,-1,5,-5,17,12,7,-6
O=C(CN1C(=O)CCC1=O)Nc1nc2c(F)cc(F)cc2s1,5,-0.3,-2,-2,-3,16,7,10,-2
c1ccc2c3c(cc(N4CCOCC4)c2c1)OC1(N2CCOCC2)CCCCC1O3 (stereo unspecified),6,1.0,-4,-1,19,9,-56,31,12
O=C(CCc1cccc(Cl)c1)NC1CCCN(Cc2ccccc2F)C1 (stereo unspecified),13,0.8,0,0,-4,20,12,16,-2
Cc1ccc(C2NCCS2)cc1 (stereo unspecified),7,0.3,-1,-2,-9,14,-20,7,-6
CCCCOC(=O)c1c(C)oc2ccc(NS(=O)(=O)c3ccc4c5c(cccc35)C(=O)N4)cc12,20,-0.3,15*,-6,18,6,-14,19,-2
O=C(CN1CCN(S(=O)(=O)N2CCCCCC2)CC1)Nc1ccc(F)cc1,12,-0.8,0,-1,-8,25,3,13,0
Cc1sc2ncnc(Sc3nnnn3-c3ccccc3)c2c1C,38,0.5,1,-4,28,38,15,33,-7
CCn1nnc(NC(=O)c2cc(Cl)c(OC)c(Cl)c2)n1,-9,-0.6,-3,-1,-27,15,3,0,-2
Cc1[nH]c2c(C)cccc2c(=O)c1CN1CCCCCC1,-4,-0.1,3,-3,-12,16,21,2,-2
CC(C)Oc1ccc(C(=O)OCC(=O)c2ccc[nH]2)cc1,12,-0.7,2,-5,9,22,-23,19,2
O=C(NN=C1C2CC3CC(C2)CC1C3)c1ccncc1,-15,-0.1,-3,1,-4,4,8,5,0
Cc1ccc(NC(=O)COC(=O)c2ccc3c(=O)n4c(nc3c2)CCC4)c(Br)c1,4,-1.7,1,5,1,19,-10,15,-5
C=CCn1c(SCC(=O)Nc2ccc(N3CCOCC3)cc2)nnc1-c1ccco1,6,1.0,-2,1,-9,-15,5,15,-3
CC(C)(C)c1ccc(C(=O)N2CCC(NC(=O)c3ccccc3)CC2)cc1,26,0.2,-1,-4,15,7,16,17,-1
C=CCn1sc(=N)c(C#N)c1N,-6,-0.3,0,-1,-12,15,-2,1,0
CCOc1ccc(NC(=S)NC(=O)Cc2ccccc2)cc1,10,-0.3,1,-4,-9,16,1,30,-1

# Laid out differently: results already given
molecule | tim10-1 inh | MPTP block | NR3A LBD binder | MIN6 prolif | TIM10 inh | NALP3 yeast inh | APJ antagonist | tim23-1 inh | APJ ag
COc1ccc(-c2csc(Nc3ncccc3C)n2)cc1OC | 25 | -7.2 | -2 | -5 | 6 | 28 | -32 | 13 | 3
CCOC(=O)c1ccc(N2C(=O)CC(N3CCOCC3)C2=O)cc1 (stereo unspecified) | 29 | -1.2 | 2 | 0 | 14 | 13 | 2 | 30 | -1

# (listing goes on)
SMILES,tim10-1 inh,MPTP block,NR3A LBD binder,MIN6 prolif,TIM10 inh,NALP3 yeast inh,APJ antagonist,tim23-1 inh,APJ ag
COc1ccc(Cl)cc1NC(=S)N1CCN(C(=O)C2CCCO2)CC1 (stereo unspecified),4,-1.3,-2,1,5,19,4,-4,0
c1ccc(-c2ccc(-c3ccccn3)nn2)nc1,10,·,·,-4,2,15,-23,6,2
CCc1cccc(CC)c1C(OC(C)=O)c1cccnc1 (stereo unspecified),19,0.3,-2,0,17,5,-14,22,-3
CCN(C(=O)COC(=O)c1cccn1C)C1CCS(=O)(=O)C1 (stereo unspecified),-5,0.8,-1,1,-2,-4,2,5,-1
O=C(NC(=S)N1CCCC1)c1cccc([N+](=O)[O-])c1,11,-2.3,-5,-2,-1,19,7,-7,-5
Cc1nnc(-c2cnn(-c3ccccc3)c2N)n1Cc1ccncc1,5,1.0,-2,-4,9,-13,13,10,1
Nc1[nH]nc2nc(N3CCOCC3)nc(-c3ccccc3)c12,17,-1.0,-2,0,21,21,5,22,-4
CC1C/C(=C/c2ccco2)C(=O)/C(=C/c2ccco2)C1 (stereo unspecified),54*,·,·,0,34,3,2,54*,4
CC(C)(C)C(=O)NC(=S)Nc1ccc(C(F)(F)F)cc1,4,4.6,-2,1,-10,35,-3,11,-5
CC(Oc1ccc(F)cc1)C(=O)N(Cc1ccccc1)c1c(N)n(Cc2ccccc2)c(=O)[nH]c1=O (stereo unspecified),10,-0.9,2,3,0,22,0,18,1
Cc1ccc(NC(=O)c2ccccc2)cc1,-2,2.5,6,-1,1,19,7,9,6
COc1ccccc1NS(=O)(=O)c1ccc(C)c(C(=O)NCc2cccnc2)c1,-7,-1.4,0,-2,2,25,14,4,-4
Cc1ccc(-c2nc(Nc3cccc(C)c3)sc2CC(=O)O)cc1,28,0.1,-11,-6,15,9,1,20,-1
Cc1cccc(O)c1C,8,-2.8,0,-1,9,-3,-7,-2,-1
COc1cc(C2C(C#N)=C(N)Oc3c2oc(CO)cc3=O)cc(OC)c1OC (stereo unspecified),17,-0.9,-2,-1,-11,5,4,22,0
CCn1c(CSc2nc3ccccc3s2)nnc1SCC(=O)c1ccc(O)c(O)c1,13,2.9,2,-3,7,14,-6,13,1
Brc1cccc(-c2nnco2)c1,7,-0.1,-1,-1,-8,-6,2,17,-2
Cc1c(OC(C)C(=O)NC(Cc2c[nH]c3ccc(O)cc23)C(=O)O)ccc2c1oc(=O)c1ccccc12 (stereo unspecified),0,0.3,0,0,2,16,-42,1,-4
N#Cc1cc([N+](=O)[O-])ccc1Oc1cccc(/C=N/NC(=O)c2ccc(Cl)cc2)c1,-11,19,-1,-6,-25,3,-4,-25,8
CCCc1[nH]nc2c1C(c1cc(OC)ccc1F)C(C#N)=C(N)O2 (stereo unspecified),19,0.1,1,-3,5,15,-4,6,-4
COC(=O)c1c(-c2ccccc2Cl)noc1-c1cnc(N)nc1C(F)(F)F,10,0.4,1,3,4,2,-2,5,-6
Cc1cccc(NC(=O)/C(C#N)=C/c2ccccc2Cl)n1,52*,-0.4,3,-3,42*,-4,-30,71*,0
COc1ccc(NC(=O)c2cc(=O)c3ccccc3o2)cn1,-10,9.1,1,-2,-5,25,10,-7,0
O=C(OCc1cncs1)c1ccccc1,-5,-0.2,-6,-1,-14,19,5,-4,-3
CCCN(C(=O)c1ccc(N(C)S(=O)(=O)c2ccc(C)cc2)cc1)C1CCS(=O)(=O)C1 (stereo unspecified),-17,0.7,0,-1,-11,0,12,-15,-6

# (further entries)
SMILES,tim10-1 inh,MPTP block,NR3A LBD binder,MIN6 prolif,TIM10 inh,NALP3 yeast inh,APJ antagonist,tim23-1 inh,APJ ag
O=C1N/C(=N/S(=O)(=O)Cc2ccccc2)S/C1=C/c1ccc2c(c1)OCO2,7,5.2,-9,-5,12,8,9,15,-1
Cc1ccc(C(=O)Nc2ccc(C(=O)N/N=C/c3c[nH]c4ccccc34)cc2)cc1,16,-0.3,31*,-3,18,13,-2,-12,5
COC(=O)c1cc(C(=O)OCC(=O)NC2CCCCCCC2)cc([N+](=O)[O-])c1,8,0.8,1,2,-7,33,-2,34,3
O=S(=O)(Cc1ccccc1Cl)NCCOc1ccccc1,10,-0.5,3,0,5,16,12,6,0
COc1ccccc1C(=O)Nc1ccccc1C(=O)N1C(C)CCCC1C (stereo unspecified),44*,0.5,-20,-1,8,-10,-4,28,1
CCC(C)[C@H](NC(=O)C1(c2ccccc2)CCN(C(=O)OC(C)(C)C)CC1)C(=O)N[C@@H](C(=O)O)c1ccccc1 (stereo partly specified),10,0.7,-1,0,6,-15,-8,13,-2
CCc1cc(=O)oc2cc3occ(-c4ccc(OC)c(F)c4)c3cc12,26,2.7,-2,0,-10,-2,-11,-6,-5
COc1ccccc1NCC(=O)N/N=C/c1c(O)ccc2ccccc12,-20,1.1,16*,-5,-17,5,8,2,-3

# Part of the list above in order of heavy-atom count, rising:
SMILES,tim10-1 inh,MPTP block,NR3A LBD binder,MIN6 prolif,TIM10 inh,NALP3 yeast inh,APJ antagonist,tim23-1 inh,APJ ag
Brc1cccc(-c2nnco2)c1,7,-0.1,-1,-1,-8,-6,2,17,-2
O=C(OCc1cncs1)c1ccccc1,-5,-0.2,-6,-1,-14,19,5,-4,-3
O=S(=O)(Cc1ccccc1Cl)NCCOc1ccccc1,10,-0.5,3,0,5,16,12,6,0
COc1ccc(NC(=O)c2cc(=O)c3ccccc3o2)cn1,-10,9.1,1,-2,-5,25,10,-7,0
CCCc1[nH]nc2c1C(c1cc(OC)ccc1F)C(C#N)=C(N)O2 (stereo unspecified),19,0.1,1,-3,5,15,-4,6,-4
CCc1cc(=O)oc2cc3occ(-c4ccc(OC)c(F)c4)c3cc12,26,2.7,-2,0,-10,-2,-11,-6,-5
COc1ccccc1NCC(=O)N/N=C/c1c(O)ccc2ccccc12,-20,1.1,16*,-5,-17,5,8,2,-3
COC(=O)c1c(-c2ccccc2Cl)noc1-c1cnc(N)nc1C(F)(F)F,10,0.4,1,3,4,2,-2,5,-6
COC(=O)c1cc(C(=O)OCC(=O)NC2CCCCCCC2)cc([N+](=O)[O-])c1,8,0.8,1,2,-7,33,-2,34,3
N#Cc1cc([N+](=O)[O-])ccc1Oc1cccc(/C=N/NC(=O)c2ccc(Cl)cc2)c1,-11,19,-1,-6,-25,3,-4,-25,8
CCCN(C(=O)c1ccc(N(C)S(=O)(=O)c2ccc(C)cc2)cc1)C1CCS(=O)(=O)C1 (stereo unspecified),-17,0.7,0,-1,-11,0,12,-15,-6
Cc1c(OC(C)C(=O)NC(Cc2c[nH]c3ccc(O)cc23)C(=O)O)ccc2c1oc(=O)c1ccccc12 (stereo unspecified),0,0.3,0,0,2,16,-42,1,-4
CCC(C)[C@H](NC(=O)C1(c2ccccc2)CCN(C(=O)OC(C)(C)C)CC1)C(=O)N[C@@H](C(=O)O)c1ccccc1 (stereo partly specified),10,0.7,-1,0,6,-15,-8,13,-2
